Mito fusion yeast: mitochondrial division inhibition or fusion activation. S. cerevisiae fusion-defective mutant growth rescue, CellTiterGlo 48 h. 320,000 compounds, 0.23% hits. Potency, µM (top dose mostly 46.1 µM), for inactives: at the top dose growth rescue (activation), hits mostly activators;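 note: potency is the fitted concentration of half-maximal effect; % of control where 0% means no effect; nearly all actives have a fitted effect of over 45% in size; temperature-sensitive fusion mutants such as fzo1-1 at 37 °C on non-fermentable ethanol glycerol medium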
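Luminescent cell viability in 1536-well qHTS format served as the measure of rescued growth in ts fusion-mutant S. cerevisiae cultured on non-fermentable YPEG for 48 hours at 37C.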
RORgamma inh: inhibitors of mouse ROR gamma transcriptional activity; P51450; AID 2551; 310,000 compounds, 5.4% hits; Potency, µM (series often up to 53.6 µM), without a hit: at the top dose activity change, negative = inhibition, hits mostly inhibitors; Drosophila S2 Gal4-RORgamma UAS-luciferase reporter, 20 h; note: potency is the fitted concentration of half-maximal effect; % is set by controls: 0 for no effect and ±100 for the full control effect; nearly all actives have a fitted effect of over 60% in size
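Luminescence from a UAS-regulated Photinus luciferase reporter in stably transfected Drosophila Schneider cells is measured; decreased signal marks ROR gamma inhibition. Fusion expression is induced by 700 uM copper sulfate for 20 hr.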
FLuc counter: inhibits or activates purified firefly luciferase, miR-21 counter-screen; Potency, µM (series often up to 57.5 µM), inactives show at the highest dose activity change, negative = inhibition, actives largely listed as inhibitors; purified FLuc, Km substrates, luminescence inhibition; 360,000 compounds, 6.9% hits; P08659;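 note: potency is the fitted concentration of half-maximal effect; plate controls were vehicle for no effect and reference inhibitor for full effect; nearly all actives have a fitted effect of over 55% in size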
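Purified P. pyralis luciferase, 10 nM final, with Km-level 10 uM D-luciferin and 10 uM ATP in 50 mM Tris acetate pH 7.5, 10 mM Mg acetate, 0.01% Tween-20, 0.05% BSA; 6-point qHTS titration about 60 µM downward; luminescence read.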
MBNL1 CUG block: inhibitors of human MBNL1 binding to CUG repeat RNA; TR-FRET MBNL1-His/biotin-(CUG)12 binding, 665/545 ratio; Potency, µM (titrated, usually from 57.5 µM), inactives show at the top dose activity change, negative = inhibition, most hits filed as inhibitors; 280,000 compounds, 0.036% hits; AID 2675; active = well fitted inhibition curve with a large enough effect in the signal ratio, with a control signal flat, not every such curve was filed as active; inconclusive = small, poorly fitted or top-dose-only effect, or effect the other way, or a change in a side signal; inactive = no such curve, though single readings can be large or run the other way; the % refers to the signal ratio; note: potency is the fitted concentration of half-maximal effect; % is set by controls: 0 for no effect and ±100 for the full control effect
Target sequence (Q9NR56 whole entry, looked up): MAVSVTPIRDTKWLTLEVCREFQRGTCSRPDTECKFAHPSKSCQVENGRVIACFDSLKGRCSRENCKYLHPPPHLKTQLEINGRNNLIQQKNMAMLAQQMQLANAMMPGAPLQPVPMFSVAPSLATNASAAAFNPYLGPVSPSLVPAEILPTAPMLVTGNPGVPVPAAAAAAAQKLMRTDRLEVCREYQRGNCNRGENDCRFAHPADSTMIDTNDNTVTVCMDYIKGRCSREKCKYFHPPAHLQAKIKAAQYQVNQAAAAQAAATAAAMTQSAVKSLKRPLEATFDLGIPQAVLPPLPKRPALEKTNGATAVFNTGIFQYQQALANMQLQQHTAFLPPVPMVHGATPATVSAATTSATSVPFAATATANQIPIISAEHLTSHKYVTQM
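Compounds (final 92 nM to 58 uM) are added to His-tagged MBNL1 and biotin-(CUG)12, then terbium anti-His antibody and streptavidin-XL665 (5 nM final). After 60 min at room temperature, the 665/545 nm ratio is read.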
NPC1 promoter act: activates the NPC1 promoter; Potency, µM (titrated, usually from 9.22 µM), without a hit: at the top dose activation, most hits filed as activators; Huh7 NPC1 promoter luciferase reporter, 24 h; AID 485313; 320,000 compounds, 2.4% hits;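 note: potency is the fitted concentration of half-maximal effect; % of control where 0% means no effect; nearly all actives have a fitted effect of over 60% in size; reporter is driven by a mutant NPC1 promoter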
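Huh7 cells stably carrying NPC1 promoter–luciferase, plated in Opti-MEM with 10% FBS for 2 h, were exposed to compound in DMSO for 24 h at 37 °C; luciferase reagent was added for 10 min and luminescence read.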
PKM2 activator: increases activity of human pyruvate kinase M2. P14618. purified PKM2, Kinase-Glo ATP luminescence, activation; response scale: 0% is enzyme alone, no compound. Potency, µM (highest dose often 57.5 µM), for the others: top-dose activation, actives largely listed as activators. 260,000 compounds, 0.34% hits. AID 1631; note: potency is the fitted concentration of half-maximal effect; % is set by controls: 0 for no effect and ±100 for the full control effect; nearly all actives have a fitted effect of over 55% in size
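ATP formation by purified human PK-M2, quantified via coupled luciferase luminescence after 1 h at room temperature with 0.1 mM ADP and 0.5 mM PEP final.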
VP16 counter: counter-screen for ROR gamma inhibitors: Gal4-VP16 reporter. 310,000 compounds, 3.5% hits. Drosophila S2 Gal4-VP16 UAS-luciferase, luminescence, 20 h. Potency, µM (highest dose often 53.6 µM), inactives show at the top dose activity, negative = inhibition, most hits filed as inhibitors;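 note: Gal4-VP16 expression switched on by copper sulfate through the metallothionein promoter; potency is the fitted concentration of half-maximal effect; % is set by controls: 0 for no effect and ±100 for the full control effect; nearly all actives have a fitted effect of over 50% in size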
KCNH2 3.1 inh: KCNH2 3.1 (human) potassium channel inhibition. U2OS KCNH2 3.1, thallium flux FluxOr; stronger effect = lower value. activity change, % (tested at about 1.8 µM). 340,000 compounds, 0.95% hits;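 active = maximum activity change below -70%; inconclusive = maximum activity change from -70% to -50%; inactive = maximum activity change above -50%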;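 note: thallium influx rate constant from kinetic fluorescence after stimulation buffer; % is set by controls: 0 for no effect and ±100 for the full control effect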
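Virally transduced U2OS (3.1 isoform, 4 h infection in dark at RT) → overnight 37 C → FluxOr + Red40 in HBSS/HEPES, 45 min → stimulation buffer, 2 min kinetic read → rate constant vs DMSO controls.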
Rab9 promoter act: activates the Rab9 promoter | AID 485297 | Potency, µM (doses to about 9.22 µM), without a hit: at the top dose activation, negative = inhibition, usual class: activators | 320,000 compounds, 2.8% hits | Huh7 Rab9 promoter-luciferase reporter, luminescence, 24 h; note: potency is the fitted concentration of half-maximal effect; % of control where 0% means no effect; nearly all actives have a fitted effect of over 60% in size
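Luciferase signal after 10 min detection reagent at ambient indicates Rab9 promoter upregulation; stably transfected Huh7 cells were treated 24 h with compound in DMSO at 37 °C, 5% CO2.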
ELG1 repair inh: ELG1-dependent DNA repair inhibition; AID 504467; Potency, µM (series often up to 46.1 µM), inactives show top-dose activity change, negative = inhibition, most hits filed as inhibitors; HEK293T ELG1-luciferase reporter, luminescence, 16 h; DNA damage induced by 5-fluorouridine; 330,000 compounds, 2.3% hits; note: potency is the fitted concentration of half-maximal effect; % is set by controls: 0 for no effect and ±100 for the full control effect; nearly all actives have a fitted effect of over 55% in size
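Step one: seed 2,000 cells per well. Step two: pin-transfer compound or DMSO alongside 5-fluorouridine. Step three: incubate 16 hr, 37 °C, 5% CO2. Step four: add ONE-Glo, wait 30 min, read luminescence.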
Menin MLL FP TR: inhibitors of human menin-MLL interaction, mutant MLL peptide; O00255; Menin + Texas Red MLL mutant peptide, fluorescence polarization; Potency, µM (titrated, usually from 61.6 µM), for the others: top-dose FP activity change, negative = inhibition, actives largely listed as inhibitors; 270,000 compounds, 0.23% hits; AID 1768; active = well fitted inhibition curve with a large enough effect in the polarisation, with a control signal flat, not every such curve was filed as active; inconclusive = small, poorly fitted or top-dose-only effect, or effect the other way, or a change in a side signal; inactive = no such curve, though single readings can be large or run the other way; the % refers to the polarisation; note: potency is the fitted concentration of half-maximal effect; % of control where 0% means no effect; many of its hits are not listed in these tables
Target sequence (O00255 whole entry, looked up): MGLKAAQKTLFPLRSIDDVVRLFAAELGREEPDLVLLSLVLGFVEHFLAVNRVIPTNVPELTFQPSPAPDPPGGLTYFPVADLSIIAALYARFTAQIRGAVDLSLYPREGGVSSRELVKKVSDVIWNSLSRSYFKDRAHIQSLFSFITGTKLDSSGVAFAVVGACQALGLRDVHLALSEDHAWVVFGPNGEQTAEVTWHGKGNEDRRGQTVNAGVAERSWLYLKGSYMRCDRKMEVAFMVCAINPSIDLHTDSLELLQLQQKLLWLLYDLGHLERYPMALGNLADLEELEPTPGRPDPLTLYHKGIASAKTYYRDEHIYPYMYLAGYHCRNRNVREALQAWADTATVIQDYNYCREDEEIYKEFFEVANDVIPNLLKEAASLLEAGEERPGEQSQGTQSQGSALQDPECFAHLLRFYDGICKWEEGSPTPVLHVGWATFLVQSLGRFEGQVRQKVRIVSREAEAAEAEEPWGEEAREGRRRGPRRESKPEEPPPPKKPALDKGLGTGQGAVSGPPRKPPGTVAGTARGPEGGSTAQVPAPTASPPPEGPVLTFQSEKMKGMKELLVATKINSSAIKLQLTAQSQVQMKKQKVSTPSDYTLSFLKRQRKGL
* = called active by the depositor; ? = inconclusive; / = no result given; [ ] = remark or other dose. Unless noted, calls come from the whole dose curve; as a rule, active = well fitted curve in the direction sought with a large enough effect; inconclusive = small, poorly fitted or top-dose-only effect, or another doubt; inactive = no such curve, though single readings can be large; an effect the other way counts as inactive or inconclusive. This is a subset; count on the stated rates, not on these rows.

SMILES | Mito fusion yeast | RORgamma inh | FLuc counter | MBNL1 CUG block | NPC1 promoter act | PKM2 activator | VP16 counter | KCNH2 3.1 inh | Rab9 promoter act | ELG1 repair inh | Menin MLL FP TR
COc1ccc(Cc2nnc(Nc3ccccc3)s2)cc1Br | -7.2% | 18.5% | -9.2% | 6.0% | 4.7% | / | -5.5% | -7.0 | -0.2% | -22.9% | ?
CCCCN(C)C(=O)Cn1cnc2sc(C)cc2c1=O | 0.3% | 7.5% | 0.4% | -4.5% | -7.3% | -7.8% | 3.9% | -1.8 | -6.5% | 5.5% | -14.7%
Cc1nc(Nc2ccc(F)cc2)nc(Nc2ccc(F)cc2)c1[N+](=O)[O-] | -2.8% | ? | 1.2% | -3.6% | 3.2% | -17.0% | -15.1% | -1.9 | -4.6% | 22.5% | /
CCOC(=O)C(=CNc1ccc(C(F)(F)F)cc1Cl)C(=O)OCC | -4.4% | -2.7% | 13.5µM* | / | 1.8% | 1.1% | -13.0% | 1.7 | 2.9% | 0.0% | /
Cn1c(=O)c2c(=O)cc(N)[nH]c2n(C)c1=O | 1.9% | 5.5% | -1.9% | / | -1.1% | 5.2% | -10.7% | -2.1 | 0.8% | -2.9% | /
COc1ccc(C(=O)NCCN2CCOCC2)cc1OC | -2.9% | -8.1% | -1.2% | -1.8% | -1.1% | -5.8% | -9.2% | -15.1 | -2.8% | 26.4% | -1.2%
CCSc1cc(N2CCCC2)nc(-c2ccccc2Cl)n1 | 9.8% | ? | 1.4% | 5.7% | -1.3% | 0.1% | -2.4% | 9.4 | 0.9% | -1.0% | 11.0%
CC(C)CNS(=O)(=O)c1ccc(CCC(=O)N2CCN(Cc3ccc4c(c3)OCO4)CC2)cc1 | 2.6% | ? | -1.6% | -12.8% | -5.3% | -12.9% | -21.5% | 0.8 | -13.0% | 9.2µM* | -3.3%
Cc1nn(CC(=O)N2CCC(C)CC2)c(=O)c2nn(-c3ccccc3)c(C)c12 | -14.8% | 3.2% | 2.1% | 29.6% | 1.3% | / | -7.9% | -31.5 | -3.1% | 0.3% | -5.4%
COc1cc2c(cc1NC(=O)CSc1ccccc1)oc1ccccc12 | 28.6% | 10.9% | -5.0% | / | 4.7% | 4.8% | -4.1% | 21.4 | -0.5% | ? | 32.0%[activator]
CN(C)c1cc[n+](CC(=O)c2ccc(-c3ccccc3)cc2)cc1 | -4.6% | -2.7% | 0.3% | 2.5% | -23.6% | 2.5% | ? | -13.4 | -17.9% | 2.59µM* | -8.0%
O=C(CSc1nnc(-c2ccc(Cl)s2)o1)N1CCc2ccccc21 | -4.5% | -5.8% | 3.1% | 12.0% | 2.0% | 23.2% | 1.8% | / | -7.4% | -6.5% | -1.3%
COc1ccc(CN2CCC(=O)N([C@H](CO)Cc3ccccc3)CC2)cc1 | -0.4% | 1.2% | 0.2% | 2.8% | -2.1% | -0.5% | -1.9% | 22.1 | 0.8% | ? | -17.6%
CCCCOc1ccc(C(=O)OCC(=O)Nc2cc(C)on2)cc1 | -5.1% | 10.8% | -0.9% | -5.3% | -2.1% | 0.0% | -1.5% | -4.7 | -10.3% | 0.7% | -6.2%
CC(C)CC(=O)c1c[nH]c(C(=O)O)c1 | -5.1% | 0.5% | 2.4% | -12.2% | -4.0% | 2.6% | -1.2% | -7.7 | -7.9% | -3.2% | -0.3%
CCN(c1ccccc1)S(=O)(=O)c1cccc(C(=O)NCc2ccccc2CN2CCOCC2)c1 | 1.5% | / | / | / | -1.7% | / | / | 1.1 | -2.1% | 11.6µM* | /
NNC(=O)c1ccc(COc2ccc3ccccc3c2)cc1 | -40.3%[inhibitor] | -21.4% | 6.01µM* | 6.7% | ? | 10.5% | -14.5% | -9.5 | 18.0% | ? | /
CCCC(=O)Nc1nnc(-c2ccccc2)o1 | -6.2% | 7.94µM* | -1.6% | -13.8% | -1.9% | 2.8% | ? | 5.3 | 3.9% | 16.7% | -2.3%
CCc1cc(C(=O)OC)c(NC(=O)c2ccoc2C)s1 | 0.1% | -0.1% | -1.5% | -0.9% | -1.9% | 2.6% | 1.0% | -2.3 | 5.9%[1.84 µM] | -0.3% | /
O=c1[nH]c(CN2CCN(c3ccc(O)cc3)CC2)nc2scc(-c3ccc(Cl)cc3)c12 | 9.0% | 20.4% | 2.8% | 1.2% | -23.9% | 2.82µM* | -26.6% | -5.5 | -24.1% | ? | ?
O=C(NNS(=O)(=O)c1ccc(Cl)cc1)c1sccc1-n1cccc1 | 3.6% | -5.5% | -0.7% | -4.1% | 2.6% | -3.8% | 2.7% | 16.2 | -0.1% | -1.1% | /
CCOc1ccc(-n2c(SCC(=O)Nc3ccc4c(c3)OCCO4)nc3c(c2=O)SCC3)cc1 | 1.4% | -0.8% | 1.9% | 4.7% | 1.3% | 4.4% | -3.9% | -3.0 | 1.2% | 18.0% | -4.0%
COc1ccc(C(=O)Nc2ccc(N3CCOCC3)cc2)cc1S(=O)(=O)N1CCCC1 | -0.2% | / | 0.7% | / | -3.1% | / | / | -27.1 | -3.7% | 9.9% | /
O=C(c1cnccn1)N(Cc1cccs1)C1(C(=O)NC2CCCC2)CCCCC1 | 1.0% | 23.5% | -0.6% | -8.8% | -1.3% | -2.5% | 2.7% | 0.0 | -4.9% | 0.7% | -9.9%
COc1ccc(S(=O)(=O)N2CCCC(C(F)(F)F)C2)cc1 (stereo unspecified) | -1.6% | 12.0% | 2.1% | 2.8% | -7.4% | 7.9% | 19.1% | -5.9 | -5.8% | -5.9% | -6.4%
O=[N+]([O-])c1ccc2ncnc(N3CCN(Cc4ccc5c(c4)OCO5)CC3)c2c1 | -2.1% | ? | 0.5% | ? | 13.2% | 0.0% | ? | -9.5 | -1.4% | 2.06µM* | 3.1%
Cc1cc(=O)n2[nH]c(N)c(N=Nc3ccccc3F)c2n1 | -2.8% | 10µM* | ? | ? | -4.0% | 6.4% | 10.6% | 1.0 | -1.5% | -7.2% | 11.3%
CN(CC(=O)Nc1ccc(F)c(F)c1F)C(=O)c1ccc(-n2cncn2)c([N+](=O)[O-])c1 | -1.6% | / | 4.0% | / | 1.4% | / | / | -8.0 | -2.8% | -4.7% | /
Cc1coc2cc3oc(=O)c4c(c3cc12)CCC4 | 8.3% | 2.8% | -1.3% | 2.6% | 5.3% | -6.6% | 12.5% | / | 0.2% | 15.7% | -6.5%
COc1cccc(CC(=O)OCC(=O)NC2CCCC2)c1 | 3.4% | / | -11.7% | / | 0.8% | / | / | -20.4 | 2.1% | -0.4% | /
O=C(NCCCN1CCN(c2ccccc2F)CC1)C1CCCN(S(=O)(=O)c2cnc[nH]2)C1 (stereo unspecified) | 7.0% | 0.0% | 3.0% | -5.3% | 0.8% | -0.2% | ? | 9.6 | 2.9% | 0.8% | -4.1%[11.7 µM]
CC1CCCN(C(=O)CCNS(=O)(=O)c2ccc3c(c2)oc(=O)n3C)C1 (stereo unspecified) | 2.8% | -1.6% | 0.4% | -6.9% | -20.1% | / | -0.8% | -9.3 | -5.4% | 22.0% | /
CC1Cc2ccccc2N1C(=O)CCn1c(=O)sc2ccccc21 (stereo unspecified) | 19.0% | 30.5% | ? | 4.2% | 9.4% | 3.6% | 19.6% | -3.0 | 1.0% | 18.5% | /
Cc1ccc2nc(CCl)[n+]([O-])c(-c3ccccc3)c2c1 | -2.6% | ? | 0.5% | 0.1% | -11.5% | -7.8% | 17.7% | -6.1 | -46.9%[inhibitor] | 0.9% | -18.8%
CN(C)C(=O)CSc1nc2ccccc2n1Cc1ccccc1 | 17.5% | 25.9% | -3.1% | -17.3% | -1.1% | -17.9% | -7.9% | 18.0 | -7.5% | 11.5% | 9.9%
c1ccc(-c2cc(-c3ccccc3)on2)cc1 | -4.2% | -19.9% | 0.757µM* | -4.2% | 1.41µM* | -4.4% | -11.1% | -3.8 | 1.41µM* | ? | /
CCCn1c2ccc(C)cc2c2nnc(SCCN3CCOCC3)nc21 | 5.5% | -4.6% | -3.7% | ? | -0.6% | / | -21.6% | -3.0 | -0.1% | ? | -5.4%
CCN(CC)C(=O)CN1C(=O)NC2(CCc3ccccc3C2)C1=O (stereo unspecified) | -0.1% | 6.5% | -0.9% | -5.2% | -4.8% | -1.1% | -5.2% | 3.4 | -0.3% | 4.7% | 6.9%
CCOC(=O)C(NC(=O)c1ccccc1)=C(C)C | -2.2% | 0.0% | 6.5% | -6.2% | -1.2% | -2.2% | -7.1% | -12.1 | 6.9% | 1.0% | 3.3%
CC(C)CC(=O)N1CCN(S(=O)(=O)c2ccc(Cl)cc2)CC1 | 5.3% | 14.8% | 0.2% | -1.0% | -8.8% | 9.2% | -7.6% | -5.1 | -13.7% | 5.5% | 2.2%
